MCL1 BIM primary = MCL1-BIM-BH3 interaction inhibition (human); AID 2057; inhibition, % at 10.9 µM; hit rate 0.68% among 320,000; Q07820; GST-MCL1 / FITC-Bim-BH3 fluorescence polarization;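 active = inhibition above the mean inhibition of all tested compounds plus 3 SD, set per campaign, cut at about 40% in these data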;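 also: 0% = DMSO wells and 100% = unlabeled Bim-BH3 peptide control; higher means more loss of mP so more displacement of Bim peptide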
Target sequence (Q07820 whole entry, looked up): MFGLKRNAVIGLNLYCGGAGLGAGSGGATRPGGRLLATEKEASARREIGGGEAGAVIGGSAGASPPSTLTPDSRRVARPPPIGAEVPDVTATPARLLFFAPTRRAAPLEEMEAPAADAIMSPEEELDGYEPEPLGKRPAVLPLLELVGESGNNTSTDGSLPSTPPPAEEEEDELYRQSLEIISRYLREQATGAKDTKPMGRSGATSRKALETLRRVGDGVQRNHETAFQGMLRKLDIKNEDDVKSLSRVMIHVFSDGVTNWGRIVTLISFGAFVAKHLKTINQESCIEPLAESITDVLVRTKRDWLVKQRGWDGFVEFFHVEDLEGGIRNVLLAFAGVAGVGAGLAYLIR
VLA-4 inh = inhibition in a human VLA-4 binding assay; P13612; VLA-4 expressing cells, ligand binding flow cytometry; inhibition, % (about 7 µM as worked out from the volumes in the protocol); hit rate 0.2% among 330,000; AID 2557; in the data active = inhibition above about 50%
AGP1 TOR yeast = alters AGP1-GFP fluorescence in TOR pathway yeast screen; hit rate 0.02% among 320,000; GFP response vs DMSO, % at 10 µM; S. cerevisiae AGP1-GFP multiplex flow cytometry, 3 h; GFP as percent of DMSO wells;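 active = GFP response relative to DMSO above a set limit, near screen average plus 3 SD, cut at about 150% in these data; inconclusive = fewer than 70 cells counted for the yeast strain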;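 also: median GFP channel fluorescence of the gated AGP1 strain per well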
GLD-1 TGE inh = GLD-1-TGE RNA interaction inhibition (C. elegans) | AID 2280 | purified GLD-1 + fluorescein TGE RNA, fluorescence polarization | hit rate 0.44% among 320,000 | Q17339 | inhibition, % at 5.96 µM;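 active = percent inhibition above a per-plate cutoff, the plate mean of test compounds plus 3 SD, cut at about 30% in these data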;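 also: 0% = DMSO wells with GLD-1 and probe and 100% = wells lacking GLD-1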
Target sequence (Q17339 whole entry, looked up): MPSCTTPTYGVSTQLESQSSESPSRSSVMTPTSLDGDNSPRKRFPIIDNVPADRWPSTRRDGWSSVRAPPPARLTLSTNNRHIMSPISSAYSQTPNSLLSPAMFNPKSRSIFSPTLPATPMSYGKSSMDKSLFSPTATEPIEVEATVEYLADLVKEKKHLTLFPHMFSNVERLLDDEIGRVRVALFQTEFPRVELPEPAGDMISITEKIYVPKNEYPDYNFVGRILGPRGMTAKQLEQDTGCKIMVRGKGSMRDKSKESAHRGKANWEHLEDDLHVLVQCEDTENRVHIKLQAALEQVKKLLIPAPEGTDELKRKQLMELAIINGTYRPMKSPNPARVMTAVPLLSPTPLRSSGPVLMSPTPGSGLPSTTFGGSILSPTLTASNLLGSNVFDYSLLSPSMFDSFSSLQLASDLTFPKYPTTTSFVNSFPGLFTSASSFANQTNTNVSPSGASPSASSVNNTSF
MEX-5 binding = C. elegans MEX-5 TCR-2 RNA binding activity | hit rate 0.38% among 300,000 | MEX-5/FITC-TCR2 RNA binding, fluorescence polarization; hits give low values | activity score (negative = inhibition of binding), % at 10 µM | AID 1832;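 active = inhibition past about -25% in most replicates, and total fluorescence under double the plate's negative control median, limit read from the data; inconclusive = replicates evenly split on the limit, or fluorescence at least double controls; inactive = too little inhibition in most replicates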;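 also: 0% = DMSO and -100% = 5 µM competing unlabeled TCR2 RNA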
CIT2 TOR yeast = alters CIT2-GFP fluorescence in TOR pathway yeast screen. S. cerevisiae CIT2-GFP strain, flow cytometry, 3 h; 100 means same as DMSO wells. GFP response vs DMSO, % at 10 µM. hit rate 0.065% among 320,000. AID 2029;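 active = GFP response relative to DMSO above a set limit, near the screen mean plus 3 SD, cut at about 150% in these data; inconclusive = Fewer than 70 cells measured for a yeast strain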;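 also: ratio of well median GFP fluorescence to mean of DMSO wells on the plate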
GRK2 aptamer HTS = human GRK2 inhibition via aptamer displacement | P25098 | bead flow cytometry, FAM-aptamer displacement from GRK2 | inhibition of aptamer binding, % at 10 µM | hit rate 0.59% among 330,000;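 active = inhibition of aptamer binding above 40%, roughly 3 SD of noise, on plates passing a quality check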;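 also: median bead fluorescence of bound FAM aptamer so fluorescent compounds give negative values; no value below 0 was filed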
Fam108B counter = Fam108B inhibition, counter-screen for RBBP9 inhibitors | recombinant Fam108B, FP-Rh probe fluorescence polarization | inhibition, % at 9.51 µM | hit rate 0.33% among 300,000;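 active = inhibition above the screen mean inhibition plus 3 SD, computed separately per campaign, cut at about 18% in these data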;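 also: inhibitors lower polarization as less probe binds the enzyme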
BCLXL inh = inhibitors of human Bcl-xL; hit rate 0.7% among 320,000; AID 2129; GST-Bcl-xL / FITC-Bim BH3 peptide fluorescence polarization; inhibition, % at 10.9 µM;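 active = inhibition above the mean of all tested compounds plus 3 SD, cutoff set per campaign, cut at about 30% in these data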;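 also: 0% = DMSO wells and 100% = unlabeled Bim-BH3 peptide competitor; inhibitors lower millipolarization by displacing the labeled peptide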
Target sequence (Q07817 whole entry, looked up): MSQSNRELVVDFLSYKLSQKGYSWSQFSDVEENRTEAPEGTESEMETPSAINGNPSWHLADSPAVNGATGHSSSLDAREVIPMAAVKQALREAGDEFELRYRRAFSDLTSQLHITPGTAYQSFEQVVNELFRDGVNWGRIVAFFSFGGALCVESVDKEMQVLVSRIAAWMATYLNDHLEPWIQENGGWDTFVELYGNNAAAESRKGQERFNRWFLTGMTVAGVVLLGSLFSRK
* = called active by the depositor; ? = inconclusive; / = not tested or not shown; & = joins results of further samples. Not a hit list, and some 2.2% of all compounds hit somewhere here.

SMILES	MCL1 BIM primary	VLA-4 inh	AGP1 TOR yeast	GLD-1 TGE inh	MEX-5 binding	CIT2 TOR yeast	GRK2 aptamer HTS	Fam108B counter	BCLXL inh
COc1ccc(NC(=O)CC2C(=O)N(C)C(=S)N2CCc2ccccc2F)cc1 (centres undefined)	4	-6	93	1	0.4	86	1	-5	9
CCOc1ccc(Nc2nc(Cl)nc(NCCO)n2)cc1	1	-18	101	5	-0.5	104	0	4	3
C=CCNc1nc2ccccc2nc1NS(=O)(=O)c1ccc(OC)cc1	4	-6	84	10	-1.1	96	8	3	10
Cc1cccc(NC(=O)CCSc2ccccn2)c1	1	4	91	-2	0.3	85	1	0	-5
O=C(CSc1nnc2ccc(-c3ccncc3)nn12)Nc1ccc(F)cc1	4	-5	114	6	-2.0	109	0	-7	6
Cc1nc(SCC(=O)NCC2CCCO2)[nH]c(=O)c1C (centres undefined)	-8	-6	103	5	0.4	104	0	0	-1
CC(C)CN(CC(C)C)C(=O)c1cc2c(=O)n3ccccc3nc2s1	6	-11	99	-2	-1.0	103	0	6	5
O=C(c1ccco1)N1CCN(Cc2cc(=O)oc3cc(O)ccc23)CC1	-3	6	96	-3	/	97	3	/	-5
Cc1onc(-c2c(Cl)cccc2Cl)c1C(=O)c1c[nH]c(C(=O)NC2CC2)c1	1	28	101	3	-0.9	90	2	0	-1
O=C(CSc1ncccc1-c1nc2ccccc2[nH]1)N1CCc2ccccc21	1	12	99	1	1.5	101	0	-3	4
O=C(Oc1ccccc1OC(=O)N1CCOCC1)N1CCOCC1	-2	-5	99	0	1.8	90	4	2	3
CC(C)CCNC(=S)NC1CCCC1	4	11	88	-1	0.4	110	0	-4	4
COc1cc(C)nc(OCCNC(=O)COc2ccc(Cl)cc2Cl)n1	6	-3	97	-2	-1.1	100	0	7	2
COc1cccc(NC(=O)CN(C)C(C)C(=O)NC(=O)NC2CCCCC2)c1 (centres undefined)	4	-23	103	3	/	98	0	/	2
O=C1N/C(=N/N=C/c2ccc(O)cc2)SC1Cc1ccccc1 (centres undefined)	4	-6	99	-9	1.0	96	0	3	3
CN(CCOC(=O)c1ccc2c(c1)OCCO2)Cc1ccccc1	0	-4	95	-2	1.5	100	0	0	6
CCOc1ccc(NCc2cccn2-c2nnc(N3CCC(C(=O)NCCCN4C(C)CCCC4C)CC3)s2)cc1 (centres undefined)	0	10	97	-5	0.4	97	0	2	3
CC1(C)OC2OC(C(=O)N/N=C/c3ccccc3F)C3OC(C)(C)OC3C2O1 (centres undefined)	7	-1	113	-2	2.2	112	0	6	3
O=C(NCCc1ccccc1)C(=O)Nc1nccs1	11	12	107	1	1.0	107	3	-1	7
O=C(OCC(F)(F)F)c1cccc(COc2ccc3ccccc3c2)c1	-3	2	102	2	-1.0	99	0	-12	-3
Cc1ccc(N=C2NC(=O)/C(=C/c3cccnc3)S2)c(C)c1	1	-8	100	7	-1.4	87	1	0	6
O=[N+]([O-])c1ccc2oc(-c3ccccc3)nc2c1	2	-15	98	10	0.9	88	0	0	-6
Cc1cn([C@H]2C=C[C@@H](CO)O2)c(=O)[nH]c1=O	-4&3	-1&1	86&105	5&-1	3.6	86&100	0&3	3	-2&1
c1ccc(CNc2ncnc3sc4c(c23)CCCC4)nc1	-6	13	105	4	-2.1	102	0	-3	-3
O=C(Nc1ccc2c(c1)OCCO2)c1ccc(NC(=O)C2CCCO2)cc1 (centres undefined)	2	1	99	-4	0.7	99	0	7	-1
Other results follow.
SMILES	MCL1 BIM primary	VLA-4 inh	AGP1 TOR yeast	GLD-1 TGE inh	MEX-5 binding	CIT2 TOR yeast	GRK2 aptamer HTS	Fam108B counter	BCLXL inh
C=CCN(c1ccc(C(=O)N2CCCC2)cc1)S(C)(=O)=O	2	17	108	-5	-0.3	105	0	-4	4
CCOc1ccc(NC(=O)Nc2cccc(C(=O)O)c2)cc1	-6	15	93	-12	1.0	96	0	0	2
Cc1cccc(-c2nn(-c3ccccc3)cc2C(=O)N2CCN(C3CCS(=O)(=O)C3)CC2)c1 (centres undefined)	-3	11	96	3	/	100	0	/	-4
C/C(=N\NC(=O)COc1ccccc1F)c1cc2ccccc2o1	3	27	96	4	1.0	97	3	-3	1
C=CCN1c2ccccc2[C@]23C[C@@H](C(=O)OC)N(C(=O)NCCC)C2=NC(C(=O)OC)=C(C(=O)OC)[C@H]13	-1	14	105	-2	0.1	96	3	-3	4
COc1ccccc1Nc1nc(NCCC(C)C)nc(N)c1[N+](=O)[O-]	-3	-5	107	4	1.5	101	2	-6	6
COc1ccc(Nc2nnc(SC(C(=O)Nc3cc(C)ccc3C)c3ccccc3)s2)cc1 (centres undefined)	-1	10	103	-2	1.1	105	5	5	1
CCCN1C2=C(C(=O)CC(C)(C)C2)C(c2ccc(F)cc2)C2=C1c1ccccc1C2=O (centres undefined)	11	0	104	1	2.5	/	0	-1	15
COc1ccc(CCN2CCCn3c2nc2c3c(=O)n(CC(N)=O)c(=O)n2C)cc1OC	/	6	94	/	1.0	96	2	/	/
Fc1ccccc1-c1nnc2c3ccccc3nc(N3CCOCC3)n12	-4	3	?	4	0.1	?	3	-3	7
O=C(COc1ccc(Cl)cc1)Nc1cccc(-c2ccc(N3CCOCC3)nn2)c1	5	26	114	12	0.6	85	0	-5	8
CC(=O)c1ccc(NC(=S)N2CCC(Cc3ccccc3)CC2)cc1	1	1	96	2	-2.8	89	0	-1	-3
O=C(Nc1ccc(Br)cc1)Nc1ccccc1Cl	-10	6	92	2	0.4	100	0	-7	-3
CC1CCCCN1C(=O)CSc1nnc(-c2ccccc2F)o1 (centres undefined)	7	-2	102	10	0.8	105	2	-2	-1
CN(C(=O)NC(=O)C1=C(N2CCOCC2)/C(=C/c2ccccc2)CC1)S(C)(=O)=O	0	9	93	3	-1.2	88	2	1	1
CCN(CC)S(=O)(=O)c1ccc(N2CCOCC2)c(NC(=O)c2ccc(=O)[nH]c2)c1	/	-2	94	-2	/	99	0	/	/
COc1ccccc1NC(=O)COc1ccc(CO)cc1Cl	-4	-13	91	3	-0.5	95	0	-12	-1
Cc1ccnc(NC(=O)CCCOc2ccc(Cl)cc2C)c1	4	-1	96	-2	-4.4	99	3	-6	7
CCOC(=O)CSC1=C(C#N)C(c2ccc(Cl)cc2)C(C(=O)OC)C(=O)N1 (centres undefined)	-1	27	104	6	1.1	97	0	-1	2
Cc1ccc(S(=O)(=O)Cc2ccc(C(=O)NCCCN3CCCC3=O)o2)cc1	3	5	107	4	-0.5	/	0	1	3
CCC(CC)C(=O)Nc1nc(-c2ccc3c(c2)CCN3C(=O)C2CC2)c(C)s1	-4	8	89	3	-3.4	96	0	3	-3
CC(C)NCC(O)COCCOc1ccc(C(C)(C)C)cc1 (centres undefined)	-7	18	90	0	1.3	92	1	0	0
CCCCOc1ccc(/C(O)=C(\C#N)c2nc3ccccc3[nH]2)cc1	0	18	102	-7	3.4	101	3	-7	6
COC(=O)c1cc2nc(-c3ccc(OC)cc3)cc(C(F)(F)F)n2n1	-6	13	97	5	-4.4	91	0	1	9
CC(C)CNC(C(=O)Nc1ccc([N+](=O)[O-])cc1Br)c1ccccc1 (centres undefined)	-5	-3	105	0	0.1	105	3	-1	1

Molecules shown so far containing a thiophene ring, fused or not:
SMILES	MCL1 BIM primary	VLA-4 inh	AGP1 TOR yeast	GLD-1 TGE inh	MEX-5 binding	CIT2 TOR yeast	GRK2 aptamer HTS	Fam108B counter	BCLXL inh
CC(C)CN(CC(C)C)C(=O)c1cc2c(=O)n3ccccc3nc2s1	6	-11	99	-2	-1.0	103	0	6	5
c1ccc(CNc2ncnc3sc4c(c23)CCCC4)nc1	-6	13	105	4	-2.1	102	0	-3	-3

(more compounds)
SMILES	MCL1 BIM primary	VLA-4 inh	AGP1 TOR yeast	GLD-1 TGE inh	MEX-5 binding	CIT2 TOR yeast	GRK2 aptamer HTS	Fam108B counter	BCLXL inh
O=C1/C(=C\Nc2ccc(Cl)cc2)CCN1c1ncccn1	13	6	91	10	-2.4	88	0	3	16
COc1cc(OC)cc(-c2c(-c3cccs3)c3cc(-c4ccc5[nH]ccc5c4)ccc3n2C)c1	-38	0	103	-47	/	100	0	/	-23
COc1ccc(/C(C)=N\NC(=O)c2ccc3c(c2)OCO3)cc1OC	8	0	101	-3	1.7	101	2	-4	5
CCOC(=O)C1=C(C)N(Cc2ccc(C(=O)O)cc2)C(=O)NC1c1ccc([N+](=O)[O-])cc1 (centres undefined)	6	15	91	2	-0.3	89	1	1	3
CCn1cc(C(=O)NCc2ccccn2)c(=O)c2cc(F)c(N3CCN(C)CC3)cc21	2	-5	100	1	-0.7	93	0	-2	-7
Cc1nc([N+](=O)[O-])cn1C(C)C	-9	1	104	-4	1.7	99	0	-3	-2
NS(=O)(=O)c1ccc(NC(=S)NNC(=O)c2ccc(Br)o2)cc1	-4	-11	103	4	1.6	105	3	1	3
CC(CN1CCN(C)CC1)OC(=O)c1ccc(Cl)cc1Cl (centres undefined)	0	-55	94	1	-0.6	94	0	3	5
O=C1CCC/C(=N/NC(=O)c2cc(NS(=O)(=O)c3cccs3)cc(NS(=O)(=O)c3cccs3)c2)C1	-4	4	103	20	0.9	86	0	3	-4
COc1ccc(-c2nc(S(=O)(=O)c3ccccc3)c(N3CCOCC3)o2)cc1	-8	9	100	-1	0.7	98	0	0	0
CC1CCC(C(C)C)C(=O)/C1=C\c1ccc(NC(=O)CCC(=O)O)cc1 (centres undefined)	-7	-4	99	-4	-0.5	103	0	-4	1
COc1ccc(Cl)cc1NC(=O)CCn1c(=O)oc2ccccc21	2	-4	95	-2	0.0	91	0	-4	2
CCOC(=O)CN/C=C(\C#N)c1ccc(F)cc1	6	4	87	10	2.7	82	0	0	1
Cc1ccc(SCC(=O)c2sc(-c3ccccc3)nc2C)cc1	9	29	101	6	1.1	100	2	-4	7
Cc1ccc(NC(=O)CCn2nc(C)cc2C)cc1	-5	-1	102	-5	2.4	97	1	-3	0
CC(C)(C)c1cc(C(=O)NCCN2CCCC2)cc(C(C)(C)C)c1	-17	-6	100	-3	-1.1	109	0	0	-2
CC(=O)C1=NN(c2ccccc2)C2(S1)S/C(=C\c1ccccc1)C(=O)N2c1ccccc1 (centres undefined)	1	2	98	3	-1.5	98	4	6	2
CNS(=O)(=O)c1ccc(C(=O)NCC(=O)NC(C)c2cccs2)cc1 (centres undefined)	-2	-8	92	5	/	88	0	/	0
CNc1sc(C(=O)c2cccs2)c(N)c1-c1nc2ccccc2s1	6	-16	?	19	3.0	114	3	4	12
O=C(CNC(=O)c1n[nH]c2ccccc12)Nc1ccc(F)c(F)c1F	/	0	103	0	/	108	4	/	/
Cc1ccc(S(=O)(=O)N2CCC(C(=O)NCC3CCCCC3)CC2)cc1	0	-47	106	-4	0.7	107	0	-2	5
O=C(COC(=O)/C=C/c1ccco1)NCc1ccccc1Cl	4	3	102	-5	1.8	88	3	1	1
CN(CC(=O)Nc1ccc(Cl)c(Cl)c1)C(=O)CNC(=O)C1CCCCC1	7	11	105	-2	/	96	4	/	8
CC1CCCCC12NC(=O)N(CC(=O)Nc1ccc(S(=O)(=O)Nc3ncccn3)cc1)C2=O (centres undefined)	-11	-1	115	-5	/	107	0	/	-9
COc1ccc(COC(=O)c2ccc3c(=O)n4c(nc3c2)CCC4)cc1F	-2	2	98	-2	1.4	93	0	-3	1
CS(=O)(=O)c1nc(S(=O)(=O)c2ccc(Cl)cc2)c(N2CCCCC2)s1	4	7	108	-10	-1.7	103	2	1	1

Compound activity from PubChem BioAssay.
